RAD52 inh – inhibitors of human RAD52 DNA annealing; recombinant RAD52 DNA annealing, FRET fluorescence; inhibition, % at 18.7 µM; AID 651710; P43351; 360,000 tested, 0.46% active;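 active = every replicate showing at least 50% inhibition; inconclusive = mean inhibition at least 50% but not in every replicate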
RAD54 inh – blocks human RAD54 Holliday junction branch migration. Q92698. 360,000 tested, 0.14% active. FAM/BHQ fluorescence. inhibition, % at 10.4 µM;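 active = mean normalized replicate activity at least 40 and at least half of replicates scoring 40 or more; inconclusive = only one of the two criteria met; inactive = mean below 40 and under half of replicates reaching 40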;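 note: 0% = median of neutral control wells and 100% = median of positive control wells; inhibitors cause a drop in the FAM fluorescence signal; in these data hits start at about 50%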
GSIS activator – GLuc luminescence reporter in INS-1E cells, primary screen for activators of glucose-dependent secretion of insulin; INS-1E GLuc reporter insulin secretion, 2-3 h; activation, % at 16.6 µM; 370,000 tested, 0.61% active; AID 743287;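 active = lowest replicate activation of at least 40%, so every replicate reaches that level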;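 note: 0% = median of neutral control wells and 100% = median of IBMX positive control wells; some compounds called inactive have numbers as strong as hits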
ARNT-TACC3 inh – ARNT/TACC3 interaction disruption | AlphaScreen His-ARNT PAS-B/GST-TACC3 binding, luminescence; TACC3 fragment carries E629A point mutation | inhibition, % at 9.99 µM | 390,000 tested, 0.66% active;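 active = mean inhibition of replicates at least 50% and at least half of replicates each reaching 50%; inconclusive = half or more replicates reach 50% but mean below 50%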;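 note: 0% = complete ARNT plus TACC3 wells and 100% = ARNT alone without TACC3; many hits fall short of the cut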
ERAP1 HTS inh – ERAP1 (human) enzyme inhibition | Q9NZ08 | recombinant ERAP1, Leu-AMC fluorescence, 60 min | inhibition, % at 10.7 µM | 340,000 tested, 0.15% active | AID 652197;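 active = mean replicate inhibition of at least 30%, or all replicates individually reaching that 30% level; inactive = mean below 30% and not every replicate reaching it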;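 note: 0% = neutral control wells and 100% = L-leucinethiol positive control wells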
Target sequence (Q9NZ08 whole entry, looked up): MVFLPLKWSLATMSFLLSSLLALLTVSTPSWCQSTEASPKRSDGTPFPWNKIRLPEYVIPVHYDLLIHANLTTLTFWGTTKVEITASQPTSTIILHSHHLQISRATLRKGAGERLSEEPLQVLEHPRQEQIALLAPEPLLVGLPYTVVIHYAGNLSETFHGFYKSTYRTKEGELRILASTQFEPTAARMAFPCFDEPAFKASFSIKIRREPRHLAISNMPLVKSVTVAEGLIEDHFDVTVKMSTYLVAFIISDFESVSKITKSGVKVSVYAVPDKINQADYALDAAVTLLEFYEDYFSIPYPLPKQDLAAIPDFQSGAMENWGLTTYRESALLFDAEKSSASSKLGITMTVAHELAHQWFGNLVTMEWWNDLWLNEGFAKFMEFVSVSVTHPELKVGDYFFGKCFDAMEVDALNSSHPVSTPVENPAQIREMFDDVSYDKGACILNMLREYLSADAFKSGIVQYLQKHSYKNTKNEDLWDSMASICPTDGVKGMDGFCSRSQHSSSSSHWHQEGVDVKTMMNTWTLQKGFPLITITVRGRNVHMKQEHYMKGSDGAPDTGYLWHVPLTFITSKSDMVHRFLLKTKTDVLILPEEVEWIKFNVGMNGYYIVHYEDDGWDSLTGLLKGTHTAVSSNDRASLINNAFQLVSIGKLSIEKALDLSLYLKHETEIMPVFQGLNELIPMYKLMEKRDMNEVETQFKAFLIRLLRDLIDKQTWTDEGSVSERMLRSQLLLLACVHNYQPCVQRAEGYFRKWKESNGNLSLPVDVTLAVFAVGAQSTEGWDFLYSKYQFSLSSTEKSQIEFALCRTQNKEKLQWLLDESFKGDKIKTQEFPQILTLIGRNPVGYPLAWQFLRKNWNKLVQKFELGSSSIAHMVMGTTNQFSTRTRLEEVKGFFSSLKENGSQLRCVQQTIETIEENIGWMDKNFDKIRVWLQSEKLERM
XiGFP reactiv – reactivates the inactive X chromosome in mouse fibroblasts. XiGFP mouse fibroblasts, % GFP-positive cells imaging, 3 d; cells co-treated with 5-aza-dC sensitizer; scaled so ellipticine positive control = 100%. 360,000 tested, 0.055% active. activation, % at 7.58 µM. AID 743238;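 active = mean normalized replicate activation at least 10% and every replicate at or above 10%; inconclusive = only one of the two criteria met; inactive = mean below 10% and not all replicates reach 10%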;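 note: 0% = median of on-plate neutral control wells and 100% = ellipticine 6 µM median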
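material = 68-5-11 XiGFP fibroblast line | medium = DMEM plus 5-aza-dC sensitizer | schedule = 3 days compound exposure | benchmarks = positive control ellipticine, 6 µM final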
esBAF inh – blocks esBAF chromatin remodeling in mouse ES cells. Bmi1-luciferase knock-in reporter, 24 h; 100% = twice the neutral-well signal. reporter increase, % at 12.5 µM. 350,000 tested, 2% active. AID 602393; in the data active = activation above about 40%; inconclusive = no clear call, values can overlap the other calls;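 note: 0% = median of the plate's neutral control wells and 100% = double that signal; a rise in the Bmi1 reporter signal indicates esBAF inhibition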
CFTR F508del cor – correctors of CFTR F508del function in bronchial epithelial cells | CFBE cells, YFP halide quenching; stimulated with forskolin plus potentiator P3; % fluorescence drop versus neutral controls | activity (quench increase), % at 7.58 µM | 350,000 tested, 0.36% active;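 active = mean added fluorescence quench of at least 8% versus neutral control, with both replicates also reaching 8%; inconclusive = only one of the mean or replicate conditions met; inactive = mean below 8% and not both replicates reaching 8%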;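 note: cells transiently co-express mutant CFTR-F508del with the halide-sensitive YFP; corrector assay measuring rescue of mutant channel to the surface after 24 h compound exposure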
* marks the source's active call; other numbers are inactive results; i = inactive; ? = inconclusive; . = not tested or not shown.

canonical_smiles	RAD54 inh	esBAF inh	XiGFP reactiv	ERAP1 HTS inh	CFTR F508del cor	ARNT-TACC3 inh	GSIS activator	RAD52 inh
Cc1ccc(S(=O)(=O)CCC(=O)OCC(=O)NNC(=O)c2ccc([N+](=O)[O-])cc2)cc1	-7	-4	0.0	1	-0.2	1	-3	-8
CCOc1ccc(NC(=S)N2c3ccccc3CC2C)cc1 (centres undefined)	.	.	0.1	4	0.7	.	10	-16
Cc1ccccc1-c1ccc([C@H]2[C@H](CO)N3CCCCN(C(=O)Nc4ccccc4)C[C@@H]23)cc1	2	.	0.1	-1	0.8	8	-13	6
CC(C)(C)C1=NN(c2ccc([N+](=O)[O-])cc2)C(c2ccccc2)C1 (centres undefined)	-6	-1	-0.1	0	-0.6	.	-22	-32
CCC1C(=O)Nc2nc(-c3ccccc3)c(-c3ccccc3)n2N=C1C (centres undefined)	-6	-4	.	.	.	0	18	.
COc1ccc(S(=O)(=O)Nc2ccc(NC(C)=O)cc2)cc1OC	-10	2	.	.	.	4	-7	.
COc1ccc2c3c(n(C)c2c1)[C@@H](CO)N(Cc1ccc2c(c1)OCO2)CC31CCN(C)CC1	.	.	0.3	-2	-0.4	.	-1	26
COc1ccccc1S(=O)(=O)N1CC[C@H]2[C@H](CO)Nc3ccc(-c4cccc(C#N)c4)cc3[C@H]21	5	-1	-0.1	.	0.5	7	18	18
Cc1ccc2nc(-c3ccco3)c(Cc3ccccc3)n2c1	0	20	0.0	-2	-0.3	.	-17	-80
C[C@@H]1CN([C@@H](C)CO)S(=O)(=O)c2ccc(C3=CCCCC3)cc2O[C@H]1CN(C)C(=O)Cc1ccncc1	-9	0	0.1	0	2.1	-2	-8	-20
COc1ccccc1NS(=O)(=O)c1cc(N/C(=N/S(=O)(=O)c2ccccc2)c2ccc(F)cc2)ccc1Cl	-3	-1	0.0	3	-0.2	.	10	-13
Cn1c(=O)c(C(=O)NCc2ccccc2)c(O)c2ccccc21	-4	45*	0.0	-3	0.1	-3	-5	-11
CCOCc1nnc(NC(=O)C2CCN(C(=O)c3ccco3)CC2)s1	-1	3	0.0	0	-0.1	10	-10	-7
NC(=O)CC(NC(=O)c1cccc(Br)c1)c1ccc(N2CCN(c3ccccn3)CC2)c([N+](=O)[O-])c1 (centres undefined)	6	-12	0.0	.	-3.5	7	-14	.
C[C@@H]1CN([C@@H](C)CO)C(=O)c2cc(NC(=O)c3ccccc3)ccc2O[C@@H](C)CCCCO[C@H]1CN(C)S(=O)(=O)c1ccc(Cl)cc1	-2	-9	-0.4	1	-2.7	9	3	-43
C[C@@H]1CN([C@H](C)CO)C(=O)c2cccc(NC(=O)CCCCCC(=O)Nc3ccccc3N)c2O[C@H]1CN(C)S(C)(=O)=O	.	.	-0.7	0	-1.8	.	15	-2
CCc1csc(N2[C@H](C#N)[C@@H](c3ccc(C4=CCCC4)cc3)[C@@H]2CO)n1	-6	-5	-0.1	-1	-0.7	-29	1	-136
CC(C)CCn1c(=O)c2ccccc2n2c(CCl)nnc12	-3	-5	0.3	0	4.8	-1	11	0
N#Cc1c(N2CCN(C(=O)c3ccco3)CC2)nc(-c2ccccc2)c2c1CCCC2	-13	-1	.	3	-0.2	-5	-1	-27
CCNC(=S)Nc1cccc(S(=O)(=O)NC2=NCCC2)c1	.	.	-0.1	-2	-1.2	-5	10	-10

Part of the list above in another layout:
CCC1C(=O)Nc2nc(-c3ccccc3)c(-c3ccccc3)n2N=C1C (centres undefined)
  RAD54 inh: -6
  esBAF inh: -4
  XiGFP reactiv: .
  ERAP1 HTS inh: .
  CFTR F508del cor: .
  ARNT-TACC3 inh: 0
  GSIS activator: 18
  RAD52 inh: .
COc1ccc(S(=O)(=O)Nc2ccc(NC(C)=O)cc2)cc1OC
  RAD54 inh: -10
  esBAF inh: 2
  XiGFP reactiv: .
  ERAP1 HTS inh: .
  CFTR F508del cor: .
  ARNT-TACC3 inh: 4
  GSIS activator: -7
  RAD52 inh: .

Continuation.
canonical_smiles	RAD54 inh	esBAF inh	XiGFP reactiv	ERAP1 HTS inh	CFTR F508del cor	ARNT-TACC3 inh	GSIS activator	RAD52 inh
CCN(CC(=O)Nc1c(F)cccc1F)C(=O)C1CC1	-13	8	0.0	1	8.4*	.	-2	-4
COC1=Nc2ccccc2/C=C\c2ccccc21	1	.	0.2	1	3.7	.	16	-5
CN(C)c1nc(N)c([N+](=O)[O-])c(NCc2ccccc2)n1	0	.	0.2	-3	-2.2	-2	13	-10
CCN1C(=O)C(=O)N(CC(=O)c2cc(C)n(C3CC3)c2C)C1=O	7	?	0.6	1	1.4	.	1	3
Cn1cc(SCC(=O)N2CCCc3ccccc32)c2ccccc21	-3	1	0.1	-2	0.6	5	-19	-8
COCc1c(C(=O)N/N=C/C2CC=CCC2)nnn1-c1nonc1N (centres undefined)	-6	-6	0.1	-2	.	0	6	-14
CCCNC(=O)N[C@H]1CC[C@@H](CCn2cc(C3CC3)nn2)O[C@@H]1CO	5	-5	0.6	-2	3.5	-3	8	-1
COc1ccc(C)cc1NC(=O)C1CCN(S(=O)(=O)c2cccc3cccnc23)CC1	0	8	-0.2	-2	1.5	-11	-4	-13
CC(C)C1=CC(=Nc2ccc(S(N)(=O)=O)cc2)C=C(C(C)C)C1=O	14	-9	0.0	-5	-0.6	-3	-11	-24
COc1ccc(NC(=O)Nc2cccs2)cc1OC	2	38	.	-10	-0.2	7	31	-22
COc1ccc(CCNC(=O)c2ccc(-c3ccc([N+](=O)[O-])cc3Cl)o2)cc1	5	.	0.0	0	0.2	2	5	-11
COc1ccccc1S(=O)(=O)N[C@H]1C=C[C@@H](CC(=O)NCc2cc(F)cc(F)c2)O[C@H]1CO	0	0	-0.2	3	-1.9	0	-3	-9
Cc1cc(N2CCN(c3ccccc3)CC2)nc(-n2nc(C)cc2C)n1	1	-4	.	.	.	23	10	.
COc1ccc(S(=O)(=O)NC(CC(=O)N2CCc3ccccc32)c2ccco2)cc1 (centres undefined)	-13	-72	.	.	.	1	-6	.
COc1ccc(OC)c(-n2c(-c3cccc(C)c3)n[nH]c2=S)c1	.	.	0.3	-1	-2.3	4	21	-5
CCCNC(=O)N1CC2(C1)[C@H](c1ccccc1)[C@H](CO)N2Cc1cccc(Cl)c1	.	.	0.3	-1	-0.1	.	-20	-3
COc1ccc(C(=O)N2CCC2(C)C(=O)NC(C)C)cc1 (centres undefined)	4	-1	0.0	-1	-2.9	.	16	-3
CCOc1ccccc1C(=O)Nc1cccc2ccccc12	-1	-2	0.0	2	-2.0	-3	.	2
O=C1O[C@@H](c2ccccc2)[C@@H](c2ccccc2)N2[C@@H](c3ccccc3OCCO)[C@]3(C(=O)Nc4ccc(C#CCCO)cc43)[C@@H](C(=O)O)[C@H]12	2	.	.	3	-0.9	-3	.	-74
COc1ccc(CN(C)C[C@H]2OCCCC[C@H](C)Oc3ccc(NS(=O)(=O)c4ccc(Cl)cc4)cc3C(=O)N([C@@H](C)CO)C[C@H]2C)cc1	0	3	0.0	-3	1.6	3	-8	36
CN(C)CCNC(=O)COc1ccc(C23CC4CC(CC(C4)C2)C3)cc1	.	.	0.2	11	-0.3	3	3	48
C=CCOc1c(Br)cc(/C=N\n2nnnc2N)cc1OC	-1	8	0.1	.	.	-1	4	.
O=C(c1cnccn1)N1CC[C@@H]2[C@@H](CO)Nc3ccc(-c4cccc(F)c4)cc3[C@@H]21	4	-2	0.1	2	-0.1	7	1	-4
O=S(=O)(c1ccccc1F)N1CC[C@H]2[C@H](CO)Nc3ccc(-c4cccc(F)c4)cc3[C@H]21	8	-1	0.1	-1	1.8	-6	18	-20
CN1CCN(C2CN(C3CCCCC3)S(=O)(=O)C2)CC1 (centres undefined)	-8	-1	0.0	.	-3.0	.	15	-8
CN(C)C(=O)C[C@@H]1C=C[C@H](NC(=O)Nc2cccc(F)c2)[C@H](CO)O1	5	-1	0.0	5	0.0	-7	4	12
COc1cccc(CNC(=O)Cn2ncn3cccc3c2=O)c1OC	-6	17	-0.1	5	-4.2	-3	15	-3
CCN(CC)C(=O)c1nc[nH]c1C(=O)N(C)Cc1ccccc1	-7	0	0.0	-3	1.1	-6	15	-12
CCN(C(=O)COC(=O)CCS(=O)(=O)c1ccc(C)cc1)C1CCS(=O)(=O)C1 (centres undefined)	11	5	0.1	-4	-1.9	-3	25	-10
COc1cccc(CN2CCNC(=O)C2CC(=O)N(C)CCc2ccccn2)c1 (centres undefined)	.	.	0.2	-5	1.3	.	-1	-2
CCCNC(=O)C1(C)CCN(C(=O)C2(c3ccc(Cl)cc3)CCCC2)C1 (centres undefined)	-4	-9	0.0	1	1.6	.	-13	3
COCCNC(=O)C1(C)CCCN(Cc2cc(C(F)(F)F)ccc2Cl)C1 (centres undefined)	2	0	-0.1	5	0.0	.	.	-9
CCc1ccc(/C=C2/C(=O)N(CC)C(=S)N2C)s1	.	.	0.1	-3	-0.2	.	23	-39
CCC(C)C(=O)Nc1nnc(SCC(=O)NC2CCCCC2)s1 (centres undefined)	-5	-4	0.1	-2	-1.0	-7	2	-2
COCCN(C(=O)c1ccc2c(c1)C(=O)N(c1ccccc1Cl)C2=O)c1c(N)n(CC(C)C)c(=O)[nH]c1=O	-10	-2	142*	2	1.2	-4	-12	-21
O=C(Cn1c2c(c(=O)n3ncnc13)CCC2)N/N=C/c1cccs1	2	.	0.0	0	0.0	.	.	-5
O=C(CN1CCN(S(=O)(=O)N2CCCCC2)CC1)Nc1cc(Cl)ccc1Cl	-6	-3	0.0	2	-2.6	-1	13	-8
C/C(=N\NC(=O)c1ccccc1)c1ccccc1F	.	20	0.0	-4	-0.4	1	0	-21
CC(=NNC(=O)c1ccncc1)c1cc(Cl)ccc1Cl	5	-9	0.3	0	-1.0	-4	.	-10
COC(=O)c1ccc(CSc2nc3c(cnn3-c3ccccc3)c(=O)[nH]2)o1	9	8	.	4	-1.0	-27	1	10
CC(C)(C)OC(=O)n1cc(/C=N/NC(=O)c2ccco2)c2ccccc21	0	7	0.0	-1	1.7	-1	28	-7
C[C@H]1CN([C@@H](C)CO)C(=O)Cc2cc(NS(=O)(=O)c3ccc(Cl)cc3)ccc2O[C@H]1CN(C)CC1CCCCC1	-8	8	.	1	2.4	.	.	28
COc1ccc(-c2nc3ccc(Br)cn3c2Cc2ccccc2)cc1OC	-7	-4	0.2	-1	-2.0	.	12	0
CCN(c1ccccc1)S(=O)(=O)c1ccc(Cl)nc1	.	.	-0.1	-1	-1.0	-14	12	-9
O=C(c1c(F)cccc1F)N1CCN(c2ncc(Br)cn2)CC1	-9	-1	0.1	2	0.1	24	-10	-6
O=C1c2ccc([N+](=O)[O-])cc2C(=O)N1c1ccc([N+](=O)[O-])cn1	.	.	0.1	.	-0.4	-3	6	-10
CCCN(CCC)S(=O)(=O)c1ccc(C(=O)NCc2n[nH]c(=S)n2-c2ccc(Cl)c(Cl)c2)cc1	.	.	0.0	3	2.1	.	1	-10
Cc1ccc(C2CC(c3cccs3)=NN2C(=O)CCl)cc1 (centres undefined)	-63	62*	0.4	1	-0.5	12	-8	i
